# cardiac RTF act – cardiac RTF calcium sensitivity activators, primary screen, biochemical, IANBD-TnC fluorescence, EC20 calcium; Troponin I, cardiac muscle (Homo sapiens) + Troponin T, cardiac muscle (Homo sapiens) + …; IANBD-labeled TnC RTF fluorescence at EC20 calcium; 0% EC20 calcium, 100% full calcium; activation, % at 7.2 µM; 340,000 compounds, 0.24% hits;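 active = activation above the mean over all tested compounds plus 3 SD, cut at about 30% in these data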;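 note: rise in fluorescence read as greater calcium sensitivity of cardiac thin filaments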
# CAL PDZ FP-1 – untagged CAL PDZ binding inhibitors, primary screen, biochemical, fluorescence polarization, HTS. Golgi-associated PDZ and coiled-coil motif-containing protein (Homo sapiens), Q9HD26. inhibition, % at 24.9 µM. AID 602252, 2012. purified CAL PDZ, TMR-peptide fluorescence polarization, 1 h. 300,000 compounds, 0.92% hits;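 active = mean inhibition of at least 30% with at least half of replicates also reaching 30%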;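 note: 0% = DMSO neutral control and 100% = excess unlabeled competitor peptide PRC23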
# Rtt109 Vps75 – inhibitors of C. albicans Rtt109/Vps75 HAT, primary screen, biochemical, ThioGlo CoA-SH fluorescence, plate reader; Histone acetyltransferase RTT109 (Candida albicans (strain SC5314 / ATCC MYA-2876)), …; purified Rtt109/Vps75, 4 h; inhibition, % at 34.9 µM; 330,000 compounds, 0.16% hits; AID 540336, 2011;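 active = inhibition of at least 50% in every replicate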
# Target sequence (Q5AAJ8 whole entry, looked up): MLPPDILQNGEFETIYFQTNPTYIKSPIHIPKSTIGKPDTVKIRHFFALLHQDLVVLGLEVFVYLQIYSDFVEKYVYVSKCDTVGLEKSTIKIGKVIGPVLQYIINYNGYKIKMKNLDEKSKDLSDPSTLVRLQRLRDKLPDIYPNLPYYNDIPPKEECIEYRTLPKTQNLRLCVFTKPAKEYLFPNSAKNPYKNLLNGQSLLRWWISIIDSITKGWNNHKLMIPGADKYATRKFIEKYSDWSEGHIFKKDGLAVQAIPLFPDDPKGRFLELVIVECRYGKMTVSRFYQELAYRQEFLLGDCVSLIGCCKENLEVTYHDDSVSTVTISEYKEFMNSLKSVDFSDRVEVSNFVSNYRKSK
# SR-BI uptake up – activators of SR-BI mediated DiI-HDL uptake, primary screen, ldlA[mSR-BI] CHO cells, DiI fluorescence. 320,000 compounds, 0.096% hits. 3 h; 100 = double the neutral-control signal. activation, % at 12.5 µM;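 active = mean replicate activation of at least 60% and every replicate at or above 60%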;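 note: 0% = median plate neutral-control signal and 100% = twice that signal; values of inactives mirror those of a sister screen read the other way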
#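 Test system: SR-BI-overexpressing, LDLR-lacking CHO cells; Medium: Ham's F12 with 0.5% BSA, HEPES 25 mM, pH 7.4; Schedule: 3 h, 37 °C; Technique: bottom-read fluorescence, 550/595 nm.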
# LANA DNA inh – inhibitors of KSHV C-LANA binding to DNA, primary screen, biochemical, fluorescence polarization, FAM-LBS DNA, MBP-C-LANA, single point; Kaposi's sarcoma herpesvirus LANA C-terminal domain (residues 932-1162) DNA binding; inhibition, % at 9 µM; 340,000 compounds, 0.078% hits; AID 504423, 2011;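 active = highest replicate inhibition at or above 60% at 9 µM, even if other replicates fall short; inactive = all replicates below 60% inhibition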;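 note: 0% = neutral control wells and 100% = 4 µM acridine orange control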
# DAGLB inhibitor – DAGLB lipase inhibitors, primary screen, biochemical, fluorescence, HTS; Diacylglycerol lipase-beta (Homo sapiens), Q8NCG7; HEK293T DAGLB membrane lysate, EnzChek fluorogenic substrate; inhibition, % at 5.17 µM; 340,000 compounds, 0.059% hits; AID 504411, 2011; in the data active = inhibition above about 34%;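 note: 0% = enzyme with vehicle and 100% = wells lacking enzyme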
# Target sequence (Q8NCG7 whole entry, looked up): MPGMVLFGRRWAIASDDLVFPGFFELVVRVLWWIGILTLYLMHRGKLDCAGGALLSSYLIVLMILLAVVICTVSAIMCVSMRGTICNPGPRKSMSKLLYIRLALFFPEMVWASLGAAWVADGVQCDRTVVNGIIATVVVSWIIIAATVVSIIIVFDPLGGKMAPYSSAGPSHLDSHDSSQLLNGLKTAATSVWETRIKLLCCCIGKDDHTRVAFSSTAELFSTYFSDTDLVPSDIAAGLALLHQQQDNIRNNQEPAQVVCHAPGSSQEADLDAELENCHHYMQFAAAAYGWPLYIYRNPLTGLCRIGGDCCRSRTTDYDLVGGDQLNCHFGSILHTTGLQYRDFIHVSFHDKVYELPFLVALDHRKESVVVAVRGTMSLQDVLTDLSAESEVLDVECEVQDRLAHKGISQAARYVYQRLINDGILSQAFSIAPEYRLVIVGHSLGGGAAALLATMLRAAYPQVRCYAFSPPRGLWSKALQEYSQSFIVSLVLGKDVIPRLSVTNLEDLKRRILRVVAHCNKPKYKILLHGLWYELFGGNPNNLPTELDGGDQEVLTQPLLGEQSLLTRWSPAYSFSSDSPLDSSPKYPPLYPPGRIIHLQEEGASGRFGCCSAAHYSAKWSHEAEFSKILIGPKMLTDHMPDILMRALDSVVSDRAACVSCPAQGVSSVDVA
# Cardiac RTF inh – cardiac RTF calcium sensitivity inhibitors, primary screen, biochemical, IANBD-TnC fluorescence, EC70 calcium | Troponin I, cardiac muscle (Homo sapiens) + Troponin T, cardiac muscle (Homo sapiens) + … | IANBD-labeled cardiac RTF, Ca2+ fluorescence | inhibition, % at 7.15 µM | 340,000 compounds, 0.12% hits | AID 493244, 2011;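 active = inhibition above the mean inhibition of all tested compounds plus 3 SD, cut at about 17% in these data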;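 note: assay run at fixed EC70 calcium of 1.6 mM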
# CAL PDZ FP-2 – CAL PDZ peptide-binding inhibitors, primary screen, biochemical, fluorescence polarization, Cer-tagged CAL PDZ, HTS. Golgi-associated PDZ and coiled-coil motif-containing protein (Homo sapiens), Q9HD26. purified CAL PDZ, TMR-peptide fluorescence polarization, 1 h. inhibition, % at 20 µM. 330,000 compounds, 0.02% hits. AID 504414, 2011;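 active = highest replicate inhibition of at least 40%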;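 note: plate controls were DMSO neutral control wells for no effect and unlabeled competitor peptide control wells for full effect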
#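 Material: tagged CAL PDZ domain; buffer or medium: 25 mM sodium phosphate pH 7.4, 150 mM NaCl, TCEP, IgG, Thesit; compound dosing: single point, 20 µM; schedule: 1 h incubation at room temperature before polarization reading; measured by: FP readout, S and P plane fluorescence; read-out basis: percent inhibition from loss of millipolarization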
# Keap1-Nrf2 PPI – Keap1-Nrf2 protein-protein interaction inhibitors, primary screen, biochemical, fluorescence polarization, single point | 340,000 compounds, 0.15% hits | AID 504523, 2011 | Keap1 Kelch-Nrf2 peptide fluorescence polarization, 1536-well | inhibition, % at 9.4 µM | Kelch-like ECH-associated protein 1 (Homo sapiens), Q14145; in the data active = inhibition above about 12%;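 note: human Keap1 Kelch domain with fluorescein labeled Nrf2 9mer peptide probe; 0% = neutral control wells and 100% = peptide positive control; higher means more block of Keap1 binding to Nrf2 peptide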
# PKA-R2B act – activators of PKA-R2B holoenzyme, primary screen, biochemical, fluorescence polarization, Cy5-IP20, human; 340,000 compounds, 0.079% hits; activation, % at 11.4 µM; PKA-R2B holoenzyme dissociation; R2B truncated from residue 108, S112A mutant; 0% DMSO only, 100% 113 µM cGMP;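 active = activation above a cutoff set at the mean over all compounds plus 3 SD, cut at about 18% in these data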;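 note: higher means more holoenzyme dissociation and a rise in polarization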
# Starred values were filed as active, the others as inactive; · = no result given; + = active, no number. The order is random. Share with any hit: about 1.6%.
SMILES,cardiac RTF act,CAL PDZ FP-1,Rtt109 Vps75,SR-BI uptake up,LANA DNA inh,DAGLB inhibitor,Cardiac RTF inh,CAL PDZ FP-2,Keap1-Nrf2 PPI,PKA-R2B act
CC(=O)c1c(C)[nH]c(C(=O)OCC(=O)Nc2cc(S(=O)(=O)N3CCCC3)ccc2Cl)c1C,-3,0,7,-62,-1.2,1,-10,-1.2,-10,-21
COc1ccccc1CCC(=O)OCC(=O)NC1CC1,-3,-17,-6,14,1.4,1,-5,-2.4,0,-8
CC(C)(C)OC(=O)C[C@H]1C/C=C\C[C@H](CC(=O)N[C@H](CO)Cc2ccccc2)C(=O)N[C@H](Cc2ccccc2)COC1=O,-4,0,-2,-19,-0.5,-1,-3,0.3,-4,5
COc1ccc(F)cc1S(=O)(=O)NC1CCCCCC1,2,1,7,-11,1.0,0,-3,-1.7,-4,-7
CN(C)CCN1C(=O)C2C3C=CC(C3)C2C1=O (stereo not drawn),-5,2,-4,4,0.6,1,7,-0.9,-5,-13
CC1(C)CC(=O)C=C(NCc2ccc(Cl)c(Cl)c2)C1,17,-12,-2,-6,-0.2,5,1,-2.1,4,-5
CCOc1ccc(/C=N/NC(=O)c2cc3c(OC)cc(OC)cc3[nH]2)cc1OC,-3,-2,-2,-64,-9.8,-6,-9,1.9,0,1
Cc1cc2oc(C(=O)N(Cc3ccccc3)C3CCS(=O)(=O)C3)cc(=O)c2cc1Cl (stereo not drawn),10,·,1,12,1.4,4,-6,-2.0,-8,-8
COc1ccc(S(=O)(=O)N2CCOC2CNC(=O)C(=O)NCc2ccncc2)cc1 (stereo not drawn),2,+,11,21,2.5,0,-2,-0.1,-1,1
CCOc1ccc(-n2c(=S)sc3c(=O)[nH]c(SCC(=O)NC(C)CC)nc32)cc1 (stereo not drawn),1,-2,-13,31,0.9,5,-10,-1.4,-3,0
C/C(=N\N1CCN(c2ccc(Cl)cc2)CC1)c1cccs1,7,2,-10,-6,-2.0,-1,-12,-1.2,-2,-8
CC1CCCC(NC(=O)CNC(=S)N(Cc2ccccc2)Cc2cccs2)C1C (stereo not drawn),5,-3,2,-9,4.8,2,2,-0.2,1,-13
CCC(C(=O)NCCCc1ccccc1)n1nc(C)c2c(C)n(-c3ccccc3)nc2c1=O (stereo not drawn),-3,5,8,-15,-0.8,5,1,-0.6,3,-5
O=C(Nc1ccc2c(c1)OCO2)c1cc(-c2ccncc2)nc2ccccc12,-2,-12,8,-58,-1.6,2,-5,-4.4,0,-7
CCOc1ncccc1C(=O)OCC(=O)Nc1cc(S(=O)(=O)N2CCOCC2)ccc1Cl,0,-2,-1,-30,-1.6,2,-21,-1.0,-3,-2
CCOc1ccc(NC(=O)CCN2C(=S)NC(C)(C)CC2C)cc1 (stereo not drawn),0,-1,-3,14,-1.3,0,5,-2.3,-1,-4
Cc1cc(N2CCN(C)CC2)nc2ccc(NC(=O)c3ccccc3F)cc12,1,-2,2,-17,2.6,-3,-9,-1.5,1,-5
Cc1cccnc1NC(=O)c1csnn1,-7,0,-2,21,0.2,-6,-2,-0.9,-1,-4
Cc1cccc(-n2c(Cc3cc(=O)[nH]c(=O)[nH]3)nnc2SCC(=O)Nc2cccc(C(F)(F)F)c2)c1,8,-1,·,7,0.3,1,9,-2.7,0,-4
COCCN1CCn2c(nc3cc(NS(C)(=O)=O)ccc32)C1,-2,-1,-1,31,4.7,-2,-7,0.4,2,-1
O=C(CN1CCCCCC1)Nc1ccc(S(=O)(=O)N2CCCCC2)cc1,-5,·,-5,·,-0.7,3,2,-1.4,-4,-3
c1ccc(OCCCc2nc(-c3cccnc3)no2)cc1,6,-6,1,10,0.3,-4,-1,-0.1,-2,-1
COc1cccc(/C=C2\N=C3CCCCCN3C2=O)c1,7,-3,-2,·,5.2,0,-1,-0.7,2,-2
O=C(COC(=O)c1ccc2c(c1)OCO2)Nc1ccccc1Cl,-4,·,-11,11,-1.9,-8,0,-0.1,0,5
CC(C)C(=O)Nc1cccc(-c2nc3ccccc3c(=O)o2)c1,-4,1,-2,14,1.9,0,-1,-0.1,-2,4

# Remaining list, next part
SMILES,cardiac RTF act,CAL PDZ FP-1,Rtt109 Vps75,SR-BI uptake up,LANA DNA inh,DAGLB inhibitor,Cardiac RTF inh,CAL PDZ FP-2,Keap1-Nrf2 PPI,PKA-R2B act
NC(=O)COC(=O)c1ccccc1Oc1ccccc1,3,0,-4,9,1.2,1,-8,-2.2,-1,-6
O=C(c1ccc(O)cc1)c1ccc(C(=O)O)c(C(=O)O)c1,-1,2,-3,22,1.7,3,-3,0.6,0,0
CC(C)CNS(=O)(=O)c1ccc(CCC(=O)N2CCN(Cc3ccc4c(c3)OCO4)CC2)cc1,-2,1,1,-25,0.5,0,-4,0.2,-1,-10
COc1cc(SC)ccc1C(=O)Nc1cccc(C2OCCCO2)c1,-6,-4,-6,-4,1.5,-3,-7,-1.2,2,-2
Cc1cc(C)n(-c2ccn(Cc3ccc(Cl)cc3Cl)c(=O)n2)n1,0,·,-3,-40,-0.6,-5,-4,-1.1,0,-16
CCOC(=O)N1CCN(Cc2nc3cc(NC(C)=O)ccc3n2CC)CC1,-1,-5,-6,8,3.2,2,-9,-1.2,2,-7
CCOC(=O)CSc1nc(C)c(C(C)=O)cc1C#N,6,2,-29,8,1.3,-2,-7,-0.6,-1,-7
Cc1cccc(C)c1NC(=O)CNC(=O)c1ccc(COc2ccccc2)cc1,3,·,-1,-10,-1.1,1,-3,-2.0,-2,3
COc1ccccc1C1CC(c2cccc(NS(C)(=O)=O)c2)=NN1S(=O)(=O)c1ccccc1 (stereo not drawn),-4,-8,4,13,-1.4,-1,-3,-1.6,-2,-5
Cc1cc(NC(C)C)n2c(nc3ccccc32)c1C#N,1,-3,1,16,-2.0,-1,-2,-0.1,0,-12
CCCCNc1c(-c2ccc(SC(C)CC)c(OC)c2)nc2ccc(Cl)cn12 (stereo not drawn),1,-6,4,-62,-2.6,-23,-29,1.6,-8,1
CCCS(=O)(=O)N1CCC(C(=O)N2CCCC2)CC1,-3,2,1,16,-0.7,-2,-1,-0.2,-3,-2
Cc1ccc(C)c(NC(=S)/C(=C(\[O-])c2ccc(OC(F)F)cc2)[n+]2ccccc2)c1,6,-9,·,0,0.7,1,-7,-0.7,-6,-11
CC12CCC(C(=O)N(CSC(=S)N/N=C\c3ccccc3O)C1=O)C2(C)C (stereo not drawn),-3,2,5,-104,2.1,12,-10,-0.4,0,6
CC(C)[C@H](NC(=O)c1ccccc1)C(=O)OCC(=O)N1CCN(C(=O)c2ccco2)CC1,3,-1,12,9,0.3,-1,-3,-0.2,-4,0
O=C(Cc1cc2ccccc2o1)NCc1ccc(F)cc1,-1,1,-9,·,0.0,-1,-2,-3.5,-6,-1
Cn1nc([N+](=O)[O-])nc1Sc1nnnn1-c1ccc(C(=O)O)cc1,-4,-4,-4,-22,-0.2,2,-2,-0.8,4,11
Cc1cnc(NS(=O)(=O)c2ccccc2)c(Br)c1,-2,-6,0,6,-0.6,1,-4,-0.4,-1,7
O=[N+]([O-])c1ccccc1S(=O)(=O)N1CCc2ccccc2C1,3,·,-8,-2,-2.3,-4,5,-1.2,4,-5
COc1ccc2c(c1)c1ncn(CCc3ccccc3)c(=O)c1n2C,4,1,12,-59,0.3,0,3,0.1,1,-10
CN(C)CCCN(C(=O)c1ccc(Cl)s1)c1nc2cc3c(cc2s1)OCO3,-1,-3,2,-7,-0.8,2,-1,-3.2,-6,-5
Cc1[nH]c2ccccc2c1C(C[N+](=O)[O-])c1cccc(O)c1 (stereo not drawn),0,3,12,-15,-0.4,1,-3,0.8,-4,-10
C=CC[C@H](CC(=O)N(CCO)Cc1ccccc1)C(=O)N[C@H](C)COC(=O)[C@@H](CC=C)Cc1ccc(F)cc1,-2,-3,7,-60,1.2,0,-5,-0.3,-3,1
O=C(c1sc2ccccc2c1Cl)N1CCN(c2ccccc2F)CC1,2,4,-2,·,-1.8,-16,3,-0.5,3,-2
COC(=O)C(Cc1ccc(O)cc1)NC(=O)CCNC(=O)c1ccco1 (stereo not drawn),0,6,5,12,0.4,0,-1,0.5,1,3

# The list continues.
SMILES,cardiac RTF act,CAL PDZ FP-1,Rtt109 Vps75,SR-BI uptake up,LANA DNA inh,DAGLB inhibitor,Cardiac RTF inh,CAL PDZ FP-2,Keap1-Nrf2 PPI,PKA-R2B act
O=c1[nH][nH]c(C(F)(F)F)c1C=NCc1cccs1,0,-3,-14,21,-0.6,1,0,-2.3,1,-10
CC(=O)Nc1ccc(NC(=O)C(C)N2CCN(S(=O)(=O)c3ccc(C)cc3)CC2)cc1 (stereo not drawn),-4,-1,4,8,1.8,-1,3,-1.5,1,-4
CCOc1ccc(/C=C/C(=O)Nc2cccc(C(C)=O)c2)cc1,4,-2,16,-59,-1.2,-4,-16,-3.6,-2,10
Cc1ccc(C(=O)N2CCN=C2SCc2ccc([N+](=O)[O-])cc2)cc1,-3,-2,-4,-1,0.2,-1,-4,-2.9,-2,-7
CC1CN(c2nc3ccccn3c(=O)c2/C=C(\C#N)S(=O)(=O)c2ccccc2)CC(C)O1 (stereo not drawn),-4,-5,18,24,0.4,-3,-6,-2.9,0,5
COc1cccc(OC)c1C(=O)Nc1ccccc1C(=O)N1CCCCCC1,2,-1,-9,7,-2.3,2,-2,-0.1,-4,-6
COCC(=O)Nc1ccc(OC)c(Cl)c1,-1,-2,5,5,-1.6,-2,-4,-0.1,-2,1

# Quoted from the listing:
# Value for `O=c1[nH][nH]c(C(F)(F)F)c1C=NCc1cccs1` under PKA-R2B act: -10
# Value for `Cc1ccc(C(=O)N2CCN=C2SCc2ccc([N+](=O)[O-])cc2)cc1` under Cardiac RTF inh: -4
